CatS inh – human cathepsin S inhibition; inhibition, %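 (tested at 5 µM per compound within 10-compound mixtures)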; 0.06% of 62,000 active; recombinant cathepsin S, AMC dipeptide fluorescence, pooled mixtures; in the data active means inhibition above about 32%, passing the limit was not always enough;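 further: 0% = enzyme without compound and 100% = blank without enzyme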
E coli RNAP – blocks E. coli RNA polymerase transcription; 0.2% of 62,000 active; P0A8V2; fluorescence transcription assay; inhibition, %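 (tested at 10 µM)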; in the data active means inhibition above about 20%;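 further: 0% = enzyme without compound and 100% = no enzyme blank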
ROCK2 inh – ROCK2 (human) kinase inhibition; O75116; purified ROCK2, Kinase-Glo ATP depletion luminescence; inhibition, % at 6 µM; 0.35% of 60,000 active;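 active means inhibition above the screen-wide mean inhibition plus 3 SD, cut at about 18% in these data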;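 further: plate controls were DMSO wells for no effect and Y-27632 control wells after no-enzyme background subtraction for full effect; many of its hits are not listed in these tables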
AP ELISA ortho – alternative pathway complement inhibition, orthogonal assay | Human serum alternative complement pathway, LPS-coated ELISA, C3 deposition; tested in compound mixtures | inhibition, % at 5 µM | 0.08% of 62,000 active | AID 1235;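 active means inhibition above 30% in each of the two pooled mixtures holding the compound, so the lower value exceeds 30%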;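 further: 0% = serum in Mg-EGTA without compound and 100% = EDTA serum blank; some compounds past the cut are filed as inactive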
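Test system – human serum alternative complement pathway, C3 deposition on LPS-coated wells · Buffer or medium – diluted human serum in Mg2+-EGTA GVB++ · Compound dosing – 5 µM each compound, pools of ten, 50 µM per pool · Schedule – 1 h serum-compound exposure at 37 °C · Measured by – Anti-C3 ELISA, OD 450 nm · Read-out basis – percent inhibition of C3 deposition onto LPS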
JNK3 blocker – JNK3 (human) kinase inhibition; P53779; inhibition, % at 8 µM; purified JNK3 kinase activity, HTS; 0.61% of 60,000 active; in the data active means inhibition above about 17%;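 further: 0% = DMSO and 100% = reference inhibitor; many of its hits are not listed in these tables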
Target sequence (P53779 whole entry, looked up): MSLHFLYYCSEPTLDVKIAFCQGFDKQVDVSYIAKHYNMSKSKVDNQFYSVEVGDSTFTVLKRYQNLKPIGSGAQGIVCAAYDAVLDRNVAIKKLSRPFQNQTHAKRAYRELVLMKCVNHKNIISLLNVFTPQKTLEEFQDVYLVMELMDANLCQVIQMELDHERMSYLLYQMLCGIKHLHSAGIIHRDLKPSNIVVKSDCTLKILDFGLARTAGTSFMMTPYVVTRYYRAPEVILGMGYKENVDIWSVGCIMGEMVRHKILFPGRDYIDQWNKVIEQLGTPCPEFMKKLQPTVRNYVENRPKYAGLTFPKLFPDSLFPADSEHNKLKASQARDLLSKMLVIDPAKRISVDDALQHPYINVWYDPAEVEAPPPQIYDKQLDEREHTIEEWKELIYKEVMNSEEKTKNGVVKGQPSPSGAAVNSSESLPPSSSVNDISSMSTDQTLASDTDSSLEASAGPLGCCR
RORA act – activators of human nuclear receptor RORA; CHO-K1 Gal4-RORA LBD luciferase reporter, luminescence; percent increase over mock-subtracted basal signal; P35398; AID 560; 1.5% of 65,000 active; activation, % at 10 µM;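 active means activation above the mean of all tested compounds plus 3 SD, cut at about 49% in these data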;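 further: 0% = DMSO-treated RORA cells and 100% = added signal equal to DMSO minus mock-transfected cells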
Target sequence (P35398 whole entry, looked up, the tested form may be a part): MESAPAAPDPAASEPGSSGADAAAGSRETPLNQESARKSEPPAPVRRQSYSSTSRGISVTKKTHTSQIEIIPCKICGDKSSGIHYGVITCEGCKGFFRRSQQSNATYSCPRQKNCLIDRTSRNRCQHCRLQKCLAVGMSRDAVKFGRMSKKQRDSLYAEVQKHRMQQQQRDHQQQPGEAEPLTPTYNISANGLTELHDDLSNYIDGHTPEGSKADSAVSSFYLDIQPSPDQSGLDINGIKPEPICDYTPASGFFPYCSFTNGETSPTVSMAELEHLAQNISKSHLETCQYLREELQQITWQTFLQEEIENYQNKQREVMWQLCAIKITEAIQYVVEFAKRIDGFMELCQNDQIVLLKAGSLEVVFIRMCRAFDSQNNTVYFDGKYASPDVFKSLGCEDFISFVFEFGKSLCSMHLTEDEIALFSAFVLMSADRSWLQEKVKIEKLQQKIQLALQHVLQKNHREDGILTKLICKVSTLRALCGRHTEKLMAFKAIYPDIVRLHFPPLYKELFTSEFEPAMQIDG
CatB inh – blocks human cathepsin B protease activity; purified cathepsin B, fluorogenic substrate, fluorescence; 0.1% of 63,000 active; inhibition, %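 (tested at 10 µM)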; P07858; in the data active means inhibition above about 21%;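 further: 0% = enzyme with no compound and 100% = no enzyme blank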
PKA inh – blocks human protein kinase A activity; PKA Kemptide phosphorylation, Kinase-Glo ATP luminescence; inhibition, % at 6 µM; 0.1% of 65,000 active; P17612;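 active means inhibition above the screen-wide mean inhibition plus 3 SD, cut at about 21% in these data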; further: many of its hits are not listed in these tables
CatB mixtures – human cathepsin B inhibition by mixtures; P07858; Purified cathepsin B, AMC dipeptide fluorescence, compound mixtures; inhibition, %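 (ten-compound pools at 5 µM per compound and 50 µM total)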; 0.06% of 62,000 active; AID 488; in the data active means inhibition above about 22%, passing the limit was not always enough;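 further: 0% = enzyme without compound and 100% = no enzyme blank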
* = called active by the depositor; · = no result given. Not all compounds are listed (hit frequency here may not be typical).

SMILES	CatS inh	E coli RNAP	ROCK2 inh	AP ELISA ortho	JNK3 blocker	RORA act	CatB inh	PKA inh	CatB mixtures
CC(C)C(C(=O)Nc1ccc2c(c1)OCCO2)N1C(=O)c2ccccc2C1=O (stereo not given)	-1	3	8	6	-7	0	1	3	3
CC(C)CNc1oc(-c2ccc(F)cc2)nc1C#N	12	-6	4	-14	5	-4	-2	5	0
CC(=O)c1c(C(C)=O)c(C)n(-c2nc(-c3ccccc3)c(C)s2)c1C	1	4	·	-8	·	-5	2	4	-1
C1CCC(OCCN2CCN(CCOC3CCCCC3)CC2)CC1	-3	2	7	18	2	-12	0	7	3
CC(C)c1nc2sc3c(SCC(=O)NCc4ccco4)ncnc3c2c2c1CCC2	7	2	·	11	·	-6	3	9	2
Cc1cccc(C)c1NC(=O)COC(=O)c1nonc1N	5	11	6	-6	-3	-26	5	-4	6
COc1ccccc1NC(=O)CSc1nnc(-c2ccc(C)cc2)o1	15	3	2	0	-6	41	9	0	-1
Cn1c(=O)n(C)c2cc(S(=O)(=O)N3CCCc4ccccc43)ccc21	-7	0	-6	26	-8	-11	2	-1	2
CC(C(=O)c1ccccc1)n1c(N2CCOCC2)nc2c1c(=O)n(C)c(=O)n2C (stereo not given)	-6	·	2	18	-4	-36	6	4	0
CCSc1nnc2c(Cl)cc(Cl)cn12	-5	-2	0	8	5	-10	5	7	2
CC(=O)C(Sc1ccc2nnc(-c3ccncc3)n2n1)C(C)=O	2	5	9	15	4	-24	2	4	3
CCOC(=O)c1ccc(N(CC(=O)NC2CCCC2)C(=O)CNC(=O)c2ccco2)cc1	-5	1	9	17	7	5	0	13	-6
Cc1cc(-c2[nH]nc3c2C(c2ccsc2)C(C#N)=C(N)O3)c(C)s1 (stereo not given)	-5	5	8	8	0	-36	2	4	5
O=C(CCN1C(=O)C2C3C=CC(C3)C2C1=O)NCCc1ccccc1Cl (stereo not given)	5	7	3	0	2	31	2	4	5
COc1ccc(CCNC(=O)COC(=O)c2cnc(C)cn2)cc1OC	-1	10	·	-2	·	-10	2	-4	-3
c1cc2c(cc1C1=Nn3c(nnc3C3CCCCC3)SC1)OCO2	19	3	-2	4	-18	7	3	-6	0
CC(C)C(c1nnnn1Cc1ccco1)N1CCN(C2CCCC2)CC1 (stereo not given)	5	0	4	-20	-3	3	-1	11	3
O=C(NCC(=O)N(Cc1ccco1)C(C(=O)NC1CCCC1)c1cccnc1)c1cccs1 (stereo not given)	0	-4	-9	-4	-9	-27	-1	-5	0
COc1ccc(NS(=O)(=O)c2ccc3oc4ccccc4c3c2)cn1	-1	4	5	6	0	4	5	6	-1
O=C(c1ccc(CS(=O)(=O)c2ccc(Br)cc2)o1)N1CCN(c2ncccn2)CC1	2	2	4	12	-2	28	2	10	2

The closing two entries of the section before come first, to join the parts:
SMILES	CatS inh	E coli RNAP	ROCK2 inh	AP ELISA ortho	JNK3 blocker	RORA act	CatB inh	PKA inh	CatB mixtures
COc1ccc(NS(=O)(=O)c2ccc3oc4ccccc4c3c2)cn1	-1	4	5	6	0	4	5	6	-1
O=C(c1ccc(CS(=O)(=O)c2ccc(Br)cc2)o1)N1CCN(c2ncccn2)CC1	2	2	4	12	-2	28	2	10	2
Nc1nc(NCc2ccco2)nn1-c1ccccc1	3	13	6	7	8	-11	0	10	4
O=C(NCc1ccco1)c1cc(-c2cccnc2)nc2ccc(Cl)cc12	13	9	7	4	7	3	0	9	-5
CN1C(=O)CC(N2CCN(C(=O)CN3CCCC3)CC2)C1=O (stereo not given)	14	1	1	-4	-1	-5	6	1	5
Cc1nnc(SCC(=O)N2CCCCC2)s1	3	11	5	12	-1	7	4	11	-6
C=CCn1c(SCc2ccc(C(=O)OC)cc2)nnc1-c1sc(N)nc1C	7	2	5	9	3	-3	5	5	2
C=CCn1c(=O)[nH]c2cc(C(=O)N3CCN(c4ccc(C(C)=O)cc4)CC3)ccc2c1=O	4	2	·	-2	·	15	5	11	5
O=C(N1CCOCC1)N1CCC(n2nnc3ccccc32)CC1	-1	0	4	12	0	-1	3	7	3
CC(=O)NCCn1c(SCC(=O)NCC2CCCO2)nc2ccccc2c1=O (stereo not given)	10	4	-6	-7	-8	-6	4	1	6
CCn1c(SCC(=O)NC2CCCCC2C)nnc1-c1ccc(OC)cc1 (stereo not given)	·	·	5	·	-3	-26	4	5	·
NS(=O)(=O)c1ccc(CCNc2nc(CN3CCOCC3)nc3sc4c(c23)CCC4)cc1	-7	0	·	8	·	7	-3	6	2
Cc1ccc(S(=O)(=O)CC(=O)N2CCCCCC2)cc1	5	4	·	0	·	9	1	10	3
CN(C)CCNC(=O)c1c(O)c2c([nH]c1=O)CCCC2	-4	9	4	-12	-2	4	3	0	0
CN(C)c1ccc(-n2cc3c(=O)n(C)c(=O)n(C)c3c2)cc1	-6	-2	-6	4	-18	49*	1	-6	2
CCn1c(CCNC(=O)c2ccc(OC)c(OC)c2)nc2ccccc21	4	8	·	0	·	5	-4	7	7
Cc1nc2sc(C)c(C)c2c(=O)o1	·	14	3	·	10	-17	0	0	·
CSc1nc2ccccc2n1CC(=O)Nc1ccccc1	0	1	6	-1	-1	-20	-5	12	-2
CC(C)c1ccc(NC(=O)C(c2ccccc2)N2CCN(C=O)CC2)cc1 (stereo not given)	1	5	5	-8	-3	7	5	8	2
CCCOc1ccc(/C(O)=C2/C(=O)C(=O)N(CCCN3CCOCC3)C2c2ccncc2)cc1 (stereo not given)	·	3	13	·	0	-21	2	4	·
CCOC(=O)CSc1nnc(-c2nnc(SCC(=O)OCC)n2CC)n1CC	-1	-3	3	21	2	11	2	8	2
COc1ccc(CNC(=O)C2CCCN(S(=O)(=O)c3cc(C)ccc3OC)C2)cc1 (stereo not given)	-4	3	10	-4	4	-27	1	9	1
CC1(C)CC(=O)C=C(NC2CCCCCC2)C1	-3	0	-4	7	-7	-11	6	5	0
COc1ccc(-c2cc3nc(C)cc(C)n3n2)c(OC)c1	11	4	-8	-1	0	25	1	1	4
COc1ccc(OC)c(NC(=O)CN2CCC(C(=O)c3ccc(C)cc3)CC2)c1	9	6	4	2	2	-1	5	8	-4
Cn1cccc1C(=S)N1CCOCC1	-1	8	3	13	6	5	1	0	2
COc1ccc(N2CC(C)Cn3c2nc2c3c(=O)n(CCN3CCOCC3)c(=O)n2C)cc1 (stereo not given)	7	9	2	6	-11	15	10	6	5
CCn1c(=NC(=O)CSCC(=O)Nc2nccs2)sc2ccccc21	10	13	·	11	·	-8	-6	-4	5
CCSc1nc(C)c(CC)c(C)c1C(N)=O	-2	-5	1	25	3	-10	3	2	-1
Cc1cc2cc(CNC(=O)c3ccc4c(c3)OCO4)ccc2[nH]1	4	4	5	18	-10	4	0	13	5
CC(C)(C)OC(=O)NCCc1nnc(SCc2ccccc2Cl)o1	-2	-3	0	4	-2	8	2	2	0
COc1cc(C2CC(=O)c3cnc(NC(=O)COc4ccccc4)nc3C2)cc(OC)c1OC (stereo not given)	20	10	-3	-11	0	-4	6	4	1
CCOC(=O)c1c(N)c(C#N)c2n1CCCCC2	5	0	3	24	0	-5	8	5	-6
O=C(OCn1nnc2ccccc2c1=O)C1COc2ccccc2O1 (stereo not given)	9	7	9	9	7	3	5	7	-3
COc1ccc(-n2nc(C(=O)N3CCCCC3)c3ccccc3c2=O)cc1	-27	3	3	8	-5	-6	-6	-2	-5
COc1ccccc1NC(=O)c1oc2ccc(C)cc2c1C	5	·	-4	10	-2	37	6	-7	8
O=C(NCCOc1ccccc1)c1cc2ccccc2o1	-3	-4	-2	13	0	28	4	5	-1
O=C1c2oc3ccccc3c(=O)c2C(c2ccccn2)N1Cc1ccccc1 (stereo not given)	-7	6	-5	15	2	14	0	-11	3
O=C1CCCCCN1Cc1nnc(SCc2nc3ccccc3s2)n1-c1ccccn1	-2	4	·	-3	·	61*	-2	-1	-5
Cc1cc(C)nc(SCC(=O)NCc2ccco2)n1	-4	5	-10	-2	0	-1	0	-6	2
COc1ccccc1C(=O)N1CCCC1(C#N)c1ccccc1 (stereo not given)	·	1	7	·	-2	-4	3	3	·
CN(C)[C@@H]1C(=O)C(C(N)=O)=C(O)[C@@]2(O)C(=O)C3=C(O)c4c(O)ccc(Cl)c4[C@@H](O)[C@H]3C[C@@H]12	19	13	-7	-1	-6	1	-3	-7	6

Full records, looked up by structure:
Record of CC1(C)CC(=O)C=C(NC2CCCCCC2)C1 = CatS inh: -3; E coli RNAP: 0; ROCK2 inh: -4; AP ELISA ortho: 7; JNK3 blocker: -7; RORA act: -11; CatB inh: 6; PKA inh: 5; CatB mixtures: 0
Record of O=C1c2oc3ccccc3c(=O)c2C(c2ccccn2)N1Cc1ccccc1 (stereo not given) = CatS inh: -7; E coli RNAP: 6; ROCK2 inh: -5; AP ELISA ortho: 15; JNK3 blocker: 2; RORA act: 14; CatB inh: 0; PKA inh: -11; CatB mixtures: 3
Record of COc1ccc(OC)c(NC(=O)CN2CCC(C(=O)c3ccc(C)cc3)CC2)c1 = CatS inh: 9; E coli RNAP: 6; ROCK2 inh: 4; AP ELISA ortho: 2; JNK3 blocker: 2; RORA act: -1; CatB inh: 5; PKA inh: 8; CatB mixtures: -4

Further entries.
SMILES	CatS inh	E coli RNAP	ROCK2 inh	AP ELISA ortho	JNK3 blocker	RORA act	CatB inh	PKA inh	CatB mixtures
COc1ccc(N2C(=O)[C@@H]3Cc4ccccc4CN3C2=O)cc1	-3	-1	-5	16	-1	4	3	0	5
c1ccc(-n2c(-c3ccncc3)nnc2N2CCOCC2)cc1	3	5	1	11	1	-9	-5	6	2
CCOC(=O)c1c(NC(=O)CSc2nnc(CNc3ccc(OC)cc3)n2C)sc(C)c1C	-6	10	-4	6	-4	-11	6	0	2
CCOC(=O)/C(C(N)=NC)=C(\O)c1ccccc1	-29	4	1	1	3	-15	7	7	-2
CCOC(=O)C(NC(C)=O)(Nc1cccc(F)c1)C(F)(F)F (stereo not given)	-35	7	6	17	-3	-28	-1	2	-9
CN(C)C=Nc1ccc2nn(-c3ccccc3)nc2c1	2	-30	5	1	5	48	-3	6	-8
Cc1ccc(-c2nnc(CSc3nnc(C)s3)o2)cc1	-5	0	3	1	4	8	4	13	2
COc1cc(C)c(S(=O)(=O)N2CCCC2)cc1C	-1	5	9	4	-1	12	-2	7	-4
Cc1nc2ncnn2c(N2CCC(C(=O)NCC3CCCO3)CC2)c1Cc1ccccc1 (stereo not given)	2	6	1	2	0	26	0	-1	2
CCN(CC)C(=O)CSc1nnc([C@H](CCSC)NC(=O)OC(C)(C)C)o1	-5	-2	1	-12	5	18	2	8	0
O=C(CN1C(=O)CSC1=O)Nc1ccc(F)c(F)c1F	14	11	5	13	-4	16	3	3	-6
COc1cccc(-c2nn(-c3ccccc3)cc2C(=O)NCC(=O)O)c1	3	7	9	2	-2	-19	7	6	3
COc1ccc(NC(=O)Cn2nnc(C(=O)NCc3ccccc3OC)c2N)cc1Cl	-3	-8	·	6	·	16	-4	5	-2
CNC(=O)c1c(C)nc(SCC(=O)NCc2ccc(OC)cc2)c(C#N)c1-c1ccco1	4	7	3	11	1	-6	3	3	5
O=c1c(-c2ccccc2)c(O)c2cccc3c2n1CCC3	-12	0	5	16	6	3	1	6	1
O=C(c1cccn2c(=O)c3cc(Br)ccc3nc12)N1CCN(c2ccccn2)CC1	-1	2	·	15	·	-19	-3	1	8
CCc1cc(C(=O)NCCN(C)C)cs1	9	-2	1	15	-2	-4	0	-1	-2
Clc1ccc(C=NC23CN4CN(CN(C4)C2)C3)cc1	-1	7	-2	2	-3	12	0	-10	1
COc1ccccc1NC(=O)Cn1cnc2c(cnn2-c2ccccc2)c1=O	-5	4	3	7	5	-13	0	7	3
COc1cccc(C2/C(=C(\O)c3ccc(OC)c(OC)c3)C(=O)C(=O)N2c2cc(C)on2)c1 (stereo not given)	·	13	2	·	5	-8	7	3	·
CC1(C)Cc2c(sc(NC(=O)c3ccco3)c2C#N)C(C)(C)N1	-6	6	5	10	-6	-7	2	9	-5
Cc1ccccc1OCCCN1CCCC1	-2	5	3	4	0	-15	-5	-3	4
